TDP1 cell CPT: DT40-hTDP1 cell growth loss with CPT. chicken DT40 Tdp1-/-;hTDP1 cells + 20 nM CPT, ATP luminescence, 48 h. 12% of 420,000 active. AID 686979. Potency, µM (series often up to 46.2 µM), for inactives: top-dose activity change, negative = growth inhibition, actives largely listed as inhibitors; also: nearly all actives have a fitted effect of over 55% in size
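Chicken DT40 Tdp1-/- cells stably complemented with human TDP1 were seeded at 400 cells/well in medium containing 20 nM camptothecin, exposed to pin-transferred compounds, and grown at 37 °C for at least 48 hr. Viability was read as ATP luminescence.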
KAT2A inh: blocks human GCN5L2 histone acetyltransferase | GCN5L2 HAT assay, ThioGlo1 CoA-SH fluorescence | Q92830 | AID 504327 | Potency, µM (top dose mostly 58.9 µM), for the others: top-dose activity change, negative = inhibition, actives largely listed as inhibitors | 0.21% of 390,000 active
Target sequence (Q92830 whole entry, looked up): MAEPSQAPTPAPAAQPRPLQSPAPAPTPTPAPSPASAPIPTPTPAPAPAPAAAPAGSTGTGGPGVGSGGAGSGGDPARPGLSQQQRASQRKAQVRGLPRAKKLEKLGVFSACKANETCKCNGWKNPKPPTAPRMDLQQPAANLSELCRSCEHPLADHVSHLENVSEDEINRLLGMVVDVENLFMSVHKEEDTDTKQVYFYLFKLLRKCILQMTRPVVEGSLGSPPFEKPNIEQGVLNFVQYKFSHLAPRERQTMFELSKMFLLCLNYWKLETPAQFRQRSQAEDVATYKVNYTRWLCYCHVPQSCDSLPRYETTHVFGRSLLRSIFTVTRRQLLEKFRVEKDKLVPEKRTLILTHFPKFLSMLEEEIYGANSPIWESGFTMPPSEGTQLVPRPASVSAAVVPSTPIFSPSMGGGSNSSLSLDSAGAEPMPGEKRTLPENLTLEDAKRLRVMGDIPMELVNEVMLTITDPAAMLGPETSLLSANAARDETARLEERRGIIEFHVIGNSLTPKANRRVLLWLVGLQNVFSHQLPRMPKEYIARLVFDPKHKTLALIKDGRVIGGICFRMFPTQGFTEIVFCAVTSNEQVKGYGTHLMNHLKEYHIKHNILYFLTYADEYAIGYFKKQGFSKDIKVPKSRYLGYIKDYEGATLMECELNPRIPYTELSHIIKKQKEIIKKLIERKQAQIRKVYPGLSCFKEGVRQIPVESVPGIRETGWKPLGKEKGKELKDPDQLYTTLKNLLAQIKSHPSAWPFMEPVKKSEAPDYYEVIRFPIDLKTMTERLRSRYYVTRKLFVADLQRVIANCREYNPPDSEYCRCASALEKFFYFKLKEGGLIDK
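Fluorescence readout, Ex340nm/Em540nm: ThioGlo1 (50uM final) reacts with free CoA thiol released as 20nM GCN5L2 acetylates H3(1-25) peptide (75uM) using acetyl-CoA (70uM). Compound and enzyme sat 15 min beforehand; 20 min room-temperature reaction.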
TDP1 cell noCPT: qHTS for Inhibitors of human tyrosyl-DNA phosphodiesterase 1 (TDP1): qHTS in cells in absence of CPT | DT40 Tdp1-/- hTDP1 cells, no CPT, ATP luminescence, 48 h | Potency, µM (highest dose often 46.2 µM), inactives show top-dose activity change, negative = growth inhibition, hits mostly inhibitors | 15% of 420,000 active | AID 686978, 2013; also: nearly all actives have a fitted effect of over 55% in size
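Luminescent ATP content (CellTiter-Glo) served as the growth readout. Knockout chicken DT40 cells expressing human TDP1 were exposed to compounds without camptothecin for a minimum 48 hr at 37 °C.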
* = called active by the depositor; ? = inconclusive; . = no result given; & = joins results of further samples. Calls follow the shape of the dose curve; as a rule, active = well fitted curve in the direction sought with a large enough effect; inconclusive = small, poorly fitted or top-dose-only effect, or another doubt; inactive = no such curve, though single readings can be large; an effect the other way counts as inactive or inconclusive. % is scaled to controls: 0 for no effect and ±100 for the full control effect; potency is read from the fitted curve at half-maximal effect.

SMILES	TDP1 cell CPT	KAT2A inh	TDP1 cell noCPT
CN1C(=O)NC(c2ccc(O)cc2)C2=C1CN(c1cccc3ccccc13)C2=O (stereo unspecified)	27%	-1%	-10%
CCC1CCCCN1C(=O)c1ccc(OC2CCN(C(=O)C3CC3)CC2)cc1 (stereo unspecified)	?	1%	?
COc1ccc(N2CCN(S(=O)(=O)c3c(C)[nH]c(=O)[nH]c3=O)CC2)cc1	-6%	-3%	-8%
N#Cc1ccccc1OCC(=O)NC(N)=O	-4%	-1%	-5%
CN(Cc1cccs1)C(=O)CCc1ccc(S(=O)(=O)N2CCOCC2)cc1	-9%	-2%	-9%
COc1ccccc1-c1ccc(SCc2ccc([N+](=O)[O-])cc2)nn1	?	-22%	?
CCCCn1c(N)c(N(CCOC)C(=O)Cn2c(=O)oc3ccccc32)c(=O)[nH]c1=O	18%	-20%	-9%
CCOC(=O)c1ccc(NC(=O)c2ccc(-c3cccc(Cl)c3C)o2)cc1	?	-6%	?
C/C(=N/NS(=O)(=O)c1ccccc1)c1ccc(Cl)cc1	3%	0%	9%
CCN1C(=O)[C@H]2[C@@H](c3ccccc3)N[C@]3(CCCN(Cc4ccccc4)C3=O)[C@H]2C1=O	-8%	.	-24%

Reprinted at random: five compounds from above, in no set order.
SMILES	TDP1 cell CPT	KAT2A inh	TDP1 cell noCPT
CCCCn1c(N)c(N(CCOC)C(=O)Cn2c(=O)oc3ccccc32)c(=O)[nH]c1=O	18%	-20%	-9%
COc1ccc(N2CCN(S(=O)(=O)c3c(C)[nH]c(=O)[nH]c3=O)CC2)cc1	-6%	-3%	-8%
CCN1C(=O)[C@H]2[C@@H](c3ccccc3)N[C@]3(CCCN(Cc4ccccc4)C3=O)[C@H]2C1=O	-8%	.	-24%
C/C(=N/NS(=O)(=O)c1ccccc1)c1ccc(Cl)cc1	3%	0%	9%
CCOC(=O)c1ccc(NC(=O)c2ccc(-c3cccc(Cl)c3C)o2)cc1	?	-6%	?

Other structures:
SMILES	TDP1 cell CPT	KAT2A inh	TDP1 cell noCPT
CC(C)(C)c1ccc(C(=O)NCC(=O)OCC(=O)N2CCCC2)cc1	-14%	1%	2%
COc1ccc(C)cc1NC(=O)Nc1cccc(C)c1	-26%	-13%	-6%
CCCCCn1c(NCc2ccco2)nc2ccccc21	-6%	-8%	?
Cc1cc(C)nc(NS(=O)(=O)c2ccc(NC(=O)COc3ccc(Cl)cc3C)cc2)n1	?	-2%	18µM*
Clc1ccc(-c2csc(N/N=C\c3cccnc3)n2)cc1	?	-3%	15µM*
O=C(c1ccc(F)cc1)c1c[nH]c(C(=O)NCc2cccnc2)c1	?	0%	?
O=c1[nH]c2cc([N+](=O)[O-])ccc2c2cc(Br)ccc12	-9%	.	?
COc1ccc(/C=C(/C(=O)Nc2ccccc2C(=O)NC(C)C)c2ccccc2)cc1	-17%	2%	?
CC1CCc2c(sc3ncnc(SC(C)C(=O)NCC4CCCO4)c23)C1 (stereo unspecified)	26µM*	-16%	21µM*
O=c1cc(-c2ccc(C(F)(F)F)cc2)oc2ccccc12	-1%	-2%	?
CC(=O)C1=C(C)NC2=C(C(=O)c3ccccc32)C1c1ccccc1 (stereo unspecified)	-21%	-7%	-29%
Cc1ccc(C2(c3noc(CN4C[C@@H](C)O[C@@H](C)C4)n3)CCCC2)cc1	?	-7%	?
CCCCCSc1nnc2c(n1)OC(c1cccn1C)N(C(C)=O)c1ccccc1-2 (stereo unspecified)	-16%	?	-15%
CCSc1nnc(NC(=O)[C@@H](NC(=O)c2cccc(C)c2)C(C)C)s1	-13%	19%	-18%
CCOC(=O)c1sc2nc(SC)nc(-c3ccccc3)c2c1N	?	2%	-9%
Cc1nc2ccc([N+](=O)[O-])cc2c(=O)n1Cc1ccc(Cl)cc1	?	-7%	?
CC[C@@]1(C(=O)OC)N[C@H](CN(C)C(=O)c2ccccc2)[C@@H]2C(=O)N(Cc3ccccc3)C(=O)[C@@H]21	-8%	1%	-12%
COc1cccc(CNC(=O)[C@@H]2CCCN2C(=O)[C@H]2CCCCN2C(=O)c2cccc(Cl)c2)c1	6%	.	?
O=C(O)C1CCCN(CCC=C(c2ccccc2)c2ccccc2)C1 (stereo unspecified)	9%&17%&15%	-1%	-5%&4%&0%
CCC(=O)Nc1c2c(nn1-c1ccc(C)cc1)CS(=O)(=O)C2	-4%	-2%	13%
CC12CCC(C(=O)N3CCN(Cc4ccccc4)CC3)(OC1=O)C2(C)C (stereo unspecified)	-11%	2%	-18%
Cc1cc(C)c2nc(NC(=O)c3ccco3)sc2c1	-23%	-10%	?
C=CCOc1ccc(Br)cc1CNC(C)(C)CO	-2%	1%	-13%
Cc1ccc(Oc2ccc(NC(=O)CSc3n[nH]c(N)n3)cc2)cc1	-9%	-6%	-13%
O=C(CN1C(=O)NC2(CCCC2)C1=O)NC(c1ccccc1)c1ccccc1	?	-6%	16µM*
COc1ccc(C(C)=O)cc1CC(=O)Nc1ccc2c(c1)CCC2	-1%	-9%	-10%
CN1CCN(C2=Cc3ccc(Cl)cc3Sc3ccc(F)cc32)CC1	23µM*	-4%	21µM*
O=S(=O)(c1ccc(Cl)cc1)c1nc(-c2ccccc2F)oc1NCCN1CCOCC1	?	?	-28%
Cc1ccc2c(c1)sc1nc(=O)n(-c3ccc(Cl)c(Cl)c3)c(=O)n12	?	-5%&1%	?
CN(C)c1ccc(-c2nc(N(C)C)c3ccccc3n2)cc1	?	?	23µM*
O=C(Nc1cccc(Cl)c1Cl)c1cc(S(=O)(=O)NCc2ccc3c(c2)OCO3)ccc1F	5%	-2%	-1%
O=C(NCc1ccco1)c1cnccn1	-3%	-3%	0%
Cc1ccc(-c2n[nH]c(=S)n2/N=C/c2ccc(C)s2)cc1	-5%	-1%	-6%
Cc1ccc2c(c1)[C@H]1[C@H](CO2)[C@H](c2ccccc2)[C@]2(C)C(=O)Nc3ccc(Br)cc3C(=O)N12	?	-11%	16µM*
COc1ccc(-c2ocnc2C(=O)Nc2ccc(N3CCOCC3)cc2N2CCOCC2)cc1OC	?	-6%	?
Cc1ccc(S(=O)(=O)N2CCCCC2)cc1NC(=O)COC(=O)c1cccn1C	?	-5%	?
C/C(Cn1nnc2ccccc21)=N\OC(=O)c1ccccc1C	-15%	1%	0%
CC1(CC(=O)O)SC(=O)NC1=O (stereo unspecified)	3%	-13%	0%
Cc1cc(C)cc(Oc2coc3cc(OC(=O)c4cccnc4)ccc3c2=O)c1	?	2%	?
CS(=O)(=O)N(CC(=O)N1CCN(c2ccccc2F)CC1)c1cc(C(F)(F)F)ccc1Cl	?	-10%	16µM*

A draw from above in order of number of heavy atoms, largest number first:
SMILES	TDP1 cell CPT	KAT2A inh	TDP1 cell noCPT
CS(=O)(=O)N(CC(=O)N1CCN(c2ccccc2F)CC1)c1cc(C(F)(F)F)ccc1Cl	?	-10%	16µM*
Cc1ccc(S(=O)(=O)N2CCCCC2)cc1NC(=O)COC(=O)c1cccn1C	?	-5%	?
Cc1ccc(-c2n[nH]c(=S)n2/N=C/c2ccc(C)s2)cc1	-5%	-1%	-6%
O=C(NCc1ccco1)c1cnccn1	-3%	-3%	0%
CC1(CC(=O)O)SC(=O)NC1=O (stereo unspecified)	3%	-13%	0%

Additional structures follow:
SMILES	TDP1 cell CPT	KAT2A inh	TDP1 cell noCPT
O=C(/C=C/c1ccc(S(=O)(=O)N2CCOCC2)cc1)NC(CO)C(O)c1ccc([N+](=O)[O-])cc1 (stereo unspecified)	-2%	-3%	-15%
COc1ccc(N(CC(=O)Nc2ccccc2C)S(=O)(=O)c2c(C)[nH]c(=O)[nH]c2=O)cc1	2%	-6%	13%
COc1ccc(-n2cc(-c3ccccc3)nc2SC)cc1	?	-11%	1%
O=C(N/N=C/c1cc2c(cc1Br)OCO2)c1ccccn1	-8%	0%	?
CCCC(=O)N1CCN(C2=NS(=O)(=O)c3ccccc32)CC1	-6%	-3%	9%
CCOC(=O)c1ccc(N2C(=O)c3n[nH]c(C)c3C2c2ccc(C(C)(C)C)cc2)cc1 (stereo unspecified)	-26%	-9%	?
Cc1ccc2c(c1)-c1cc(C)nn1C(c1sccc1C)N2 (stereo unspecified)	?	-6%	?
COc1ccc(N2CC3=C(C2=O)C(c2ccc(Br)cc2)NC(=O)N3C)cc1 (stereo unspecified)	-7%	-6%	-30%
Cc1ccc(Cl)cc1NC(=O)c1cc(NC(=O)C2CCCCC2C(=O)O)ccc1N1CCOCC1 (stereo unspecified)	?	4%	-4%
COc1ccc(NS(=O)(=O)c2cccc(N/C(=N\S(=O)(=O)c3ccccc3)c3ccc(F)cc3)c2)cc1	21µM*	-10%	?
COCCNC(=S)N/N=C(\C)c1ccc(C)c([N+](=O)[O-])c1	1.3µM*	-3%	1.5µM*
O=C(Nc1ccccc1N1CCOCC1)c1ccc2c(c1)OCCO2	-22%	-3%	-12%
CC(Sc1nc2ncc(Cl)cc2[nH]1)C(=O)Nc1ccc(C(N)=O)cc1 (stereo unspecified)	-3%	-5%	8%
Cc1ccc(-n2c(SCC(=O)NCc3ccco3)nc3sc(C)c(C)c3c2=O)cc1	-29%	-1%	-26%
COc1ccc(N(C(=O)COc2ccccc2OC)S(=O)(=O)c2ccc(Cl)cc2)cc1	16µM*	-7%	23µM*
O=C(c1ccc(CSc2ccccc2)cc1)N1CCCCCC1	-30%	2%	-26%
CC(C)C[C@H](NC(=O)CNC(=O)[C@H](Cc1ccc(O)cc1)NC(=O)[C@H](CO)NC(=O)[C@H](Cc1c[nH]c2ccccc12)NC(=O)[C@H](Cc1cnc[nH]1)NC(=O)[C@@H]1CCC(=O)N1)C(=O)N[C@@H](CCCN=C(N)N)C(=O)N1CCC[C@H]1C(=O)NCC(N)=O (stereo in doubt)	0%	.	-4%
CC1CN(CCCCOc2ccc3ccccc3c2)CC(C)O1 (stereo unspecified)	?	-4%	?
S=c1[nH]nc(-c2cc3ccccc3o2)n1Cc1ccccc1	?	-8%	?
O=C(O)c1ccc(N=NN2CCOCC2)cc1	3%	-6%	-16%
Cc1ccc(Cn2cc(CCC(=O)NC3CCCCC3)c3ccccc32)cc1	?	-2%	15µM*
COc1ccccc1/C=C1\SC(=O)N(CCC(=O)NCCCn2ccnc2)C1=O	?	-23%	?
COc1ccc(C(CNC(=O)CNC(=O)c2ccccc2)N2CCCC2)cc1 (stereo unspecified)	1%	-6%	12%
N/C(=C\C(=O)c1cc(Cl)ccc1O)C(Cl)(Cl)Cl	3.7µM*	-6%	3.3µM*
CCN(CCCCN1C(=O)c2ccccc2C1=O)c1ccc2c(c1)C(=O)N(C)C2=O	?	-23%	18µM*
CCOC(=O)N1CCN(CC(O)COc2ccc(C(C)C)c(C)c2)CC1 (stereo unspecified)	?	14%	?
N#C/C(=N\O)c1nc2ccccc2[nH]1	14%	-6%	-7%
CCOC(=O)C1CCCN(C(=O)c2sc3nc4n(c(=O)c3c2C)CCC4)C1 (stereo unspecified)	-1%	0%	-17%
CCc1c(C)c(C#N)c2nc3ccccc3n2c1NCc1ccccn1	?	0%	-25%
COc1ccc(-n2c(SCC(=O)c3ccccc3)nc3c([nH]c4ccccc43)c2=O)cc1	-18%	18%	-13%
COc1ccc(CN(CCC(c2ccc3c(c2)OCO3)c2ccccc2OC)C(C)=O)cc1 (stereo unspecified)	?	-14%	21µM*
O=c1c(-c2ccc(F)cc2)nc2cnc(Oc3ccccc3)nc2n1Cc1cccs1	?	-12%	-1%
COc1ccc(NC(=O)c2ccc(CN(c3cc(Cl)ccc3C)S(=O)(=O)c3ccccc3)cc2)cc1OC	-19%	-12%	-22%
COc1ccc(OC)c(Nc2nc3ccccc3n3c(C)nnc23)c1	-3%	1%	-5%
O=C1CCN(CC2CCCCC2)C=C1C(=O)c1ccccc1	-19%	.	-28%
O=[N+]([O-])c1cccnc1Oc1ccc(OCc2ccccc2)cc1	3%	-3%	10%
COC(=O)C(C)Sc1ccc2nnc(-c3cccc(F)c3)n2n1 (stereo unspecified)	-20%&-24%	-3%	?
CC(C)(C)OC(=O)N1CCC(c2c(C(=O)NCc3ccccc3)cnn2-c2ccccc2)CC1	?	3%	?
CC1(c2ccccc2)NC(=O)N(CC(=O)NCCC2=CCCCC2)C1=O (stereo unspecified)	-9%	28µM*	-3%
C[C@H]1CN([C@@H](C)CO)C(=O)CCCn2cc(nn2)CO[C@@H]1CN(C)C(=O)C1CCCCC1	5%	.	-3%

Rows were taken by chance; about 18% have a hit in one of these screens.
